High-throughput results deposited in PubChem by National Center for Advancing Translational Sciences (NCATS).
Pol iota inh = DNA polymerase iota (human) inhibition | Q9UNA4 | Pol iota fluorescent replication assay, 10 min | Potency, µM (titrated, usually from 115 µM), inactives show at the top dose activity, negative = inhibition, most hits filed as inhibitors | 1% of 390,000 active
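Pol iota at 10 nM preincubated 15 min with compounds at room temperature; reaction started with fluorescent substrate, 50 nM final. Fluorescence read kinetically at 0 and 10 min; buffer-only wells as negative control.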
JMJD2A Tudor = blocks the human JMJD2A Tudor domain. O75164. AlphaScreen JMJD2A-Tudor / H3K4me3 peptide binding. Potency, µM (titrated, usually from 114 µM), for inactives: at the highest dose activity change, negative = inhibition, most hits filed as inhibitors. 4.4% of 390,000 active; note: % is set by controls: 0 for no effect and ±100 for the full control effect; nearly all actives have a fitted effect of over 50% in size
HP1b binding inh = blocks HP1-beta chromodomain binding to methylated histone tails; 0.56% of 390,000 active; Potency, µM (top dose mostly 114 µM), inactives show top-dose activity change, negative = inhibition, usual class: inhibitors; P83916; AID 540317; AlphaScreen HP1-beta / biotin-H3K9me3 peptide binding; note: nearly all actives have a fitted effect of over 70% in size; inactives centre near 23
Target sequence (P83916 whole entry, looked up): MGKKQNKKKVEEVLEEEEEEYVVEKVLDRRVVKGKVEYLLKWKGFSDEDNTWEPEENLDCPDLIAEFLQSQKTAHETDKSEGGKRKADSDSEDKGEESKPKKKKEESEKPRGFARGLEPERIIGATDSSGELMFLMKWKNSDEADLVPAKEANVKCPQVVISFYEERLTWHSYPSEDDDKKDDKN
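HP1-beta protein (50 nM final) preincubated 30 min at room temperature with biotinylated H3(1-18)K9me3 peptide (50 nM) in PBS pH 7.4, 0.01% Tween-20, then compound added for 30 min. AlphaScreen streptavidin donor/nickel chelate acceptor beads (10 ug/mL final), 30 min dark, luminescence read.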
BLM helicase inh = Bloom syndrome helicase (human) inhibition; AID 2528; 0.2% of 350,000 active; Potency, µM (series often up to 56.1 µM), without a hit: top-dose activity change, negative = inhibition, most hits filed as inhibitors; recombinant BLM DNA unwinding, fluorescence dequenching;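 note: plate controls were vehicle for no effect and no enzyme for full effect; nearly all actives have a fitted effect of over 35% in size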
Tb PGK inh = inhibitors of T. brucei phosphoglycerate kinase. P07378. PGK/GAPDH coupled, Kinase-Glo luminescence, 60 min. Potency, µM (titrated, usually from 57.5 µM), for inactives: at the highest dose activity change, negative = inhibition, hits mostly inhibitors. 0.043% of 380,000 active; note: % is set by controls: 0 for no effect and ±100 for the full control effect; nearly all actives have a fitted effect of over 60% in size
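Recombinant glycosomal PGK reaction used 1,3-bisphosphoglycerate generated in-well by GAPDH (100nM final) in 100mM TEA pH 7.6, 5mM MgCl2, 0.01% Tween-20. After 60 minutes at room temperature, ATP was read by Kinase-Glo Plus luminescence end-point.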
Pin1 inhibitor = blocks the human prolyl isomerase Pin1 | Q13526 | Pin1 FP peptide displacement, HiFluor488, 10 min | Potency, µM (series often up to 115 µM), without a hit: top-dose activity, negative = inhibition, most hits filed as inhibitors | 0.009% of 390,000 active; active = well fitted inhibition curve with a large enough effect in the polarisation, with a control signal flat, not every such curve was filed as active; inconclusive = small, poorly fitted or top-dose-only effect, or effect the other way, or a change in a side signal; inactive = no such curve, though single readings can be large or run the other way; the % refers to the polarisation; note: % is set by controls: 0 for no effect and ±100 for the full control effect
Target sequence (Q13526 whole entry, looked up): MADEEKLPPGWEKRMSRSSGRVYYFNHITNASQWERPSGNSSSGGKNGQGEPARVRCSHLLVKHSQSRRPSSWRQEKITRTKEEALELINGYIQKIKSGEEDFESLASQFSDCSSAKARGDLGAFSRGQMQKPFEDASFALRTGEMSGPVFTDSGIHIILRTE
BAZ2B block = blocks human BAZ2B; AlphaScreen BAZ2B-H3K14Ac peptide displacement; Potency, µM (top dose mostly 114 µM), for inactives: top-dose activity change, negative = inhibition, actives largely listed as inhibitors; AID 504333; 4.4% of 360,000 active; note: % is set by controls: 0 for no effect and ±100 for the full control effect; nearly all actives have a fitted effect of over 60% in size
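AlphaScreen displacement: compounds (up to 110uM) incubated 30 min at room temperature with a preformed 50 nM BAZ2B/50 nM biotinylated H3K14Ac peptide complex in PBS pH 7.4 with Tween-20. Donor and acceptor beads at 10 ug/mL final added, 20 min light-protected before reading.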
GLS inh = inhibitors of human glutaminase (GLS); O94925; AID 624170; 0.21% of 410,000 active; GLS enzymatic activity, qHTS titration; Potency, µM (doses to about 45.5 µM), without a hit: top-dose activity change, negative = inhibition, actives largely listed as inhibitors; note: % is set by controls: 0 for no effect and ±100 for the full control effect
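Read-out is an Amplex red fluorescence increase coupled through glutamate oxidase and HRP, measured before and after 30 min room-temperature incubation. hKGA is in 45 mM KH2PO4 (pH 8.2) with 0.02% Tween-20; glutamine added as 1mM solution.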
G9a block = blocks human histone lysine methyltransferase G9a; Q96KQ7; G9a H3K9 monomethylation, AlphaScreen, 2 h; Potency, µM (top dose mostly 102 µM), for the others: at the top dose activity, negative = inhibition, actives largely listed as inhibitors; 8.8% of 350,000 active; note: % is set by controls: 0 for no effect and ±100 for the full control effect; nearly all actives have a fitted effect of over 75% in size
Target sequence (Q96KQ7 913-1193 limits assumed): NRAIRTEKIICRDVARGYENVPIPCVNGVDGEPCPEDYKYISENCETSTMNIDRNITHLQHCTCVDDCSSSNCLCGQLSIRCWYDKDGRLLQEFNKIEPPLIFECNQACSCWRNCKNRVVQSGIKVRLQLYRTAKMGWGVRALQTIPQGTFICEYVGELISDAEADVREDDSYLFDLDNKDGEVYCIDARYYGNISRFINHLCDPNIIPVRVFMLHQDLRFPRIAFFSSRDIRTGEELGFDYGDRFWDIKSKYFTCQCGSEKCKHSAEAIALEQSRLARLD
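Using a bead-based AlphaScreen, monomethylated H3K9 product from 2 h room-temperature reactions (G9a 20 nM, peptide 500 nM, SAM 20 uM) was detected with 0.5 ug/mL rabbit anti-H3K9me1 antibody.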
An asterisk follows results filed as active; i = inactive; u = inconclusive; x = not tested or not shown; & = joins results of further samples; [ ] = dose if it differs, or a comment. Unless noted, calls come from the whole dose curve; as a rule, active = well fitted curve in the direction sought with a large enough effect; inconclusive = small, poorly fitted or top-dose-only effect, or another doubt; inactive = no such curve, though single readings can be large; an effect the other way counts as inactive or inconclusive. Potency is the fitted concentration of half-maximal effect. An excerpt; the hit share may differ from the screen's.

item	SMILES	Pol iota inh	JMJD2A Tudor	HP1b binding inh	BLM helicase inh	Tb PGK inh
1	COc1cc(OC)c(OC)cc1/C=C/C(=O)OCC(=O)Nc1c(C)n(C)n(-c2ccccc2)c1=O	-14%	-17%	13%	x	i
2	C=CCn1c(=O)[nH]c2cc(C(=O)N3CCN(c4ccc(C(C)=O)cc4)CC3)ccc2c1=O	u	-21%	24%	-25%	i
3	CC(C)(C)OC(=O)N1CCN(c2ccc(NC(=O)c3ccco3)cc2)CC1	82%[activator]	5%	18%	-1%	5%
4	Cc1ccc(/C=N/NC(=O)CC(=O)NCc2cccnc2)cc1	4%	-13%	2%	-1%	-3%
5	CC(C)Cc1ccc(C(C)C(N)=Nc2ccc(O)cc2)cc1 (stereo unspecified)	39%[activator]	-9%	18%	x	-2%
6	Cc1nn2c(N3CCOCC3)cc(C(C)C)nc2c1-c1ccccc1	14%	19%	121%[activator]	-1%	i
7	COc1ccc(C(=O)C[n+]2ccc3c(c2)nnn3-c2ccccc2)cc1	117%[activator]	-14%	40%[activator]	-2%	i
8	CCCc1nn(C)c(C(N)=O)c1[N+](=O)[O-]	28%	-10%	35%	-6%	4%

item	Pin1 inhibitor	BAZ2B block	GLS inh	G9a block
1	0%	x	-1%	x
2	u	-35%	-3%	u
3	-1%	-23%	-11%	-2%
4	-5%	-2%	2%	35%[59 µM]
5	0%	x	15%	x
6	-3%	58%[activator]	-5%	154%[activator]
7	u	-16%	-5%	-21%[59 µM]
8	-8%	-16%	u	-29%

New compounds follow.
item	SMILES	Pol iota inh	JMJD2A Tudor	HP1b binding inh	BLM helicase inh	Tb PGK inh
9	COc1ccc(/C=N/NC(=O)c2cccnc2)cc1CSc1ccccn1	20%	-19%	-17%	1%	-4%
10	Cc1nc2c(-c3ccccc3)c(C)nn2c(C)c1CCC(=O)NCc1ccco1	-7%	-8%	44%[activator]	1%	-8%
11	Cn1c(SCC(=O)NC2CCCC2)nc2cccnc21	12%	7%	38%	1%	-8%
12	O=C1NCCCC1C(=O)N/N=C/c1cccc(O)c1 (stereo unspecified)	16%	-1%	39%	2%	0%
13	COC(=O)C1=C(C(=O)OC)[C@@H]2N(C)c3ccccc3[C@@]23C[C@@H](C(=O)OC)N(C(=O)c2cc(C)oc2C)C3=N1	-17%	u	-5%	0%[12.4 µM]	-1%
14	CC(C)(C)NC(=O)CSc1nc(N)cc(=O)[nH]1	19%	-5%	36%	0%	2%
15	O=C(O)CC(C(=O)OCC1CCCO1)N1CCOCC1 (stereo unspecified)	u	-15%	0%	-2%	7%
16	COc1ccc(C)cc1NC(=O)N1CCN(S(=O)(=O)c2ccc3c(ccn3C)c2)CC1	5%	-18%	6%[57 µM]	-6%	-1%

item	Pin1 inhibitor	BAZ2B block	GLS inh	G9a block
9	5%	-15%	0%	u
10	-2%	1%	6%	u
11	0%	x	8%	-1%[59 µM]
12	3%	11%	21%	13%[59 µM]
13	0%	u	22%	-17%[59 µM]
14	u	x	2%	13%
15	4%	-21%	15%	-47%
16	5%	-15%	-1%	-6%[59 µM]

An excerpt from above, reduced to BAZ2B block, G9a block and HP1b binding inh:
cpd	compound	BAZ2B block	G9a block	HP1b binding inh
16	COc1ccc(C)cc1NC(=O)N1CCN(S(=O)(=O)c2ccc3c(ccn3C)c2)CC1	-15%	-6%[59 µM]	6%[57 µM]
10	Cc1nc2c(-c3ccccc3)c(C)nn2c(C)c1CCC(=O)NCc1ccco1	1%	u	44%[activator]
14	CC(C)(C)NC(=O)CSc1nc(N)cc(=O)[nH]1	x	13%	36%
11	Cn1c(SCC(=O)NC2CCCC2)nc2cccnc21	x	-1%[59 µM]	38%
15	O=C(O)CC(C(=O)OCC1CCCO1)N1CCOCC1 (stereo unspecified)	-21%	-47%	0%

Further records:
item	SMILES	Pol iota inh	JMJD2A Tudor	HP1b binding inh	BLM helicase inh	Tb PGK inh
17	Cc1ccc2c(c1)c1c(c(=O)n(-c3ccccc3C)c(=O)n1CC(=O)NCC1CCCO1)n2C (stereo unspecified)	-2%&56%	0%&-7%	52%&13%[activator]	1%&-1%	-9%&-8%
18	CC(=O)OCC(NC(=O)C(CCCCNC(=O)OCc1ccccc1)NC(=O)OC(C)(C)C)C1OC(n2ccc(=O)[nH]c2=O)C(OC(C)=O)C1OC(C)=O (stereo unspecified)	17%	-14%	27%	1%	x
19	COc1cc([N+](=O)[O-])cc2sc(NC(C)=O)nc12	-1%	-4%	13%	0%	1%
20	O=C(c1ccc(Cl)c([N+](=O)[O-])c1)N1CCN(Cc2ccc3c(c2)OCO3)CC1	-11%	-21%[57.1 µM]	-4%	0%	-7%
21	Cc1nn(C)c(Cl)c1S(=O)(=O)N[C@@H](c1ccccc1)[C@]1(C)C[C@H]1[C@@H](C)C(=O)Nc1ccc2ccccc2c1	2%	-18%	24%	-11%&-9%	3%
22	N#CC1=C2N=C(N)c3c(sc4c3CCCCC4)N2C2=C(C(=O)CCC2)C1c1ccccc1 (stereo unspecified)	6%	u	-6%	-11%	-4%
23	Cc1ccc2[nH]c3c(=O)n4c(nc3c2c1)SCC4	47%[activator]	-9%	-6%	-6%	-5%
24	O=C(NN1C(=O)/C(=C/c2ccc(O)cc2)SC1=S)c1cccc(O)c1	u	u	-15%	-9%	-3%

item	Pin1 inhibitor	BAZ2B block	GLS inh	G9a block
17	0%&-2%	-3%&-10%	-5%&4%	12%
18	1%	x	x	x
19	5%	-14%	5%	-21%[12.7 µM]
20	-4%	-38%	-9%	-40%
21	8%	-25%	5%	50µM*
22	u	45µM*	15%	-9%[59 µM]
23	-10%	2%	1%	40%
24	u	u	13%	45µM*

Molecules above that contain a Cl atom:
item	SMILES	Pol iota inh	JMJD2A Tudor	HP1b binding inh	BLM helicase inh	Tb PGK inh
20	O=C(c1ccc(Cl)c([N+](=O)[O-])c1)N1CCN(Cc2ccc3c(c2)OCO3)CC1	-11%	-21%[57.1 µM]	-4%	0%	-7%
21	Cc1nn(C)c(Cl)c1S(=O)(=O)N[C@@H](c1ccccc1)[C@]1(C)C[C@H]1[C@@H](C)C(=O)Nc1ccc2ccccc2c1	2%	-18%	24%	-11%&-9%	3%

item	Pin1 inhibitor	BAZ2B block	GLS inh	G9a block
20	-4%	-38%	-9%	-40%
21	8%	-25%	5%	50µM*

Following part:
item	SMILES	Pol iota inh	JMJD2A Tudor	HP1b binding inh	BLM helicase inh	Tb PGK inh
25	CC1CCCCC1NC(=O)CSc1nnc(CN2CCOCC2)n1C (stereo unspecified)	-7%	5%[11.4 µM]	3%	0%	-2%
26	CC(C)OP(=O)(OC(C)C)C(NC(=O)c1ccc(Br)cc1)c1ccccc1 (stereo unspecified)	-14%	-23%	16%	-6%	i
27	COc1ccccc1NC(=O)CCC(=O)Nc1cc(OC)c(NC(=O)c2cccs2)cc1OC	177%[activator]	79µM*	-5%	-4%	3%
28	Cn1cccc1C1C(C#N)=C(N)OC2=C1C(=O)CCC2 (stereo unspecified)	-3%	-22%	-14%	1%	7%
29	Cc1ccc(S(=O)(=O)c2cn(Cc3ccc(F)cc3)c3cc(N4CCCC4)c(F)cc3c2=O)cc1	30%[activator]	-9%	34%	-3%	-6%
30	Cc1cccc2cc(CN(Cc3ccc(F)cc3)C(=O)N3CCOCC3)c(=O)[nH]c12	45%[activator]	-13%	21%	3%	-5%
31	CC(C)CN(C(=O)c1ccc(S(=O)(=O)N2CCOCC2)cc1)C1CCS(=O)(=O)C1 (stereo unspecified)	8%	-2%	27%	x	-2%
32	CCc1cccc(CC)c1NC(=O)c1cccc(N)c1	14%	56µM*	u	0%	5%

item	Pin1 inhibitor	BAZ2B block	GLS inh	G9a block
25	-2%	-1%	12%	-1%[59 µM]
26	7%	3%	1%	-3%[12.7 µM]
27	-7%	1%	6%	-8%
28	-3%	u	19%	-8%[12.7 µM]
29	8%	2%	0%	7%[59 µM]
30	1%	-4%	1%	-47%[59 µM]
31	-14%	-23%	-2%	-39%
32	-1%	-5%	30%	36%[12.7 µM]

(next part)
item	SMILES	Pol iota inh	JMJD2A Tudor	HP1b binding inh	BLM helicase inh	Tb PGK inh
33	Clc1ccccc1CSC1=NCCN1	27%	-8%	41%[activator]	1%	-4%
34	COc1ccc([C@H]2CC(=O)C=C(c3c(C)cc(C)cc3C)C2)cc1	10%	17%	56%[activator]	x	-2%
35	O=C(CSc1n[nH]c(-c2cccnc2)n1)Nc1ccccc1C(F)(F)F	8%	-13%	-13%	0%	i
36	Cc1c(/C=C/C(=O)c2ccc(O)cc2)cnn1C	-11%	-16%	15%	-15%	-2%
37	O=C(NCc1ccncc1)C(F)(F)C(F)(F)C(=O)NCc1ccncc1	-6%	-4%	47%[activator]	-2%	-8%
38	Cc1ccc(OCC(=O)NC(C)c2ccccc2)c([N+](=O)[O-])n1 (stereo unspecified)	41%[activator]	3%	31%	-5%	-9%
39	CCN(CC)S(=O)(=O)c1cc(NC(=O)C(=O)c2c(-c3ccccc3)cc3ccccn23)ccc1C	0%	u	-9%	-10%	-2%
40	COc1ccc(-c2cc(-c3ccc(F)cc3)nc3c2COc2ccccc2-3)cc1	11%	13%	48%[activator]	-7%	10%

item	Pin1 inhibitor	BAZ2B block	GLS inh	G9a block
33	-7%	-19%	-6%	-8%
34	1%	-2%	2%	-10%[2.33 µM]
35	-1%	6%	-4%	-7%
36	2%	8%	-9%	-10%
37	-3%	-3%	-2%	-37%[12.7 µM]
38	0%	1%	-21%	22%
39	5%	u	-9%	-49%[59 µM]
40	13%	-1%	6%	21%[59 µM]
